Screens (PubChem)
HGIII-sPLA2 inh: Blocks human group III sPLA2 activity | Q9NZ20 | QFRET BODIPY PC-A2 liposome hydrolysis, fluorescence | inhibition, % at 12.2 µM | 0.56% of 370,000 active;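 active = inhibition above mean plus 3 SD of compounds lying within the high and low control bounds, cut at about 19% in these data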;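 also: 0% = median of test compound wells and 100% = no enzyme DMSO wells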
SMARCA2 act: SMARCA2 function activation, primary screen | MG213 cells, MMTV-luciferase reporter, dexamethasone, overnight | activation, % at 9.1 µM | 1% of 370,000 active; in the data active = activation above about 7.8%;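 also: 0% = vehicle wells and 100% = reference activator wells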
GC-B act: GC-B (human) receptor activation; 0.11% of 370,000 active; activation, % at 10 µM; P20594; HEK293-GC-B cells, CNP EC30, cGMP TR-FRET; 0% at EC30 CNP, 100% saturating CNP;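 active = activation at 10 µM reaching about 35% in either raw or pattern-adjusted values, limit read from the data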
GAA850 FXN act: activators of GAA850 frataxin (FXN) promoter. HEK293 lucGAA850 FXN promoter luciferase reporter, 24 h; percent of 10 µM SAHA response. activation, % at 6 µM. 0.56% of 360,000 active. AID 540364;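 active = activation above the average of all compounds screened plus 3 SD, cutoff fixed separately per campaign, cut at about 7.5% in these data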;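 also: 0% = DMSO wells and 100% = 10 µM SAHA wells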
hgDAF-12 ag: hgDAF-12 agonism, primary luciferase screen; HEK293 GAL4-hgDAF12 UAS-luciferase reporter, agonist luminescence; normalized to butyrate control; 1.8% of 370,000 active; activation, % at 6.8 µM; AID 687014;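 active = activation above a cutoff set at the mean of all screened compounds plus 3 SD, cut at about 10% in these data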;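 also: 0% = DMSO wells and 100% = sodium butyrate wells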
DAX1 inh-1: blocks DAX1 repression of SF-1 activated StAR promoter | HEK293T StAR-luciferase reporter, SF-1/DAX-1 repression relief | inhibition, % at 6.8 µM | AID 652010 | 1.1% of 370,000 active;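 active = inhibition above the mean over all tested compounds plus 3 SD, cut at about 3.6% in these data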;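 also: 0% = DAX-1 cells with DMSO and 100% = cells lacking DAX-1 with DMSO; higher inhibition means more luminescence from relief of DAX-1 repression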
hcDAF12 agonist: activates DAF-12 receptor from parasite H. contortus; HEK293 hcDAF-12 lit1-tk-luc reporter, luminescence; 0% DMSO, 100% Δ7-dafachronic acid; activation, % at 6.8 µM; 1.4% of 370,000 active; AID 652067;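 active = activation above the mean of all tested compounds plus 3 SD, cut at about 5.5% in these data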;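 also: 100% = response to 3 µM Δ7-dafachronic acid high control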
DAX1 inh-2: inhibitors of human orphan nuclear receptor DAX1 (NR0B1); HEK293 Gal4-DAX1 luciferase reporter, luminescence; 0.99% of 340,000 active; P51843; inhibition, % at 6.75 µM; AID 504766;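 active = inhibition above the mean over all tested compounds plus 3 SD, cut at about 4.2% in these data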;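 also: 0% = DAX1-transfected cells with DMSO and 100% = empty-vector control cells with DMSO; inhibition shows as a rise in luminescence from relieved DAX1 repression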
GC-A act: GC-A (human) enzyme activation; P16066; HEK293 GC-A cells, cGMP TR-FRET, EC30 ANP; 0% at EC30 ANP, 100% saturating ANP; activation, % at 10 µM; 0.14% of 370,000 active; in the data active = activation above about 40%
Target sequence (P16066 whole entry, looked up): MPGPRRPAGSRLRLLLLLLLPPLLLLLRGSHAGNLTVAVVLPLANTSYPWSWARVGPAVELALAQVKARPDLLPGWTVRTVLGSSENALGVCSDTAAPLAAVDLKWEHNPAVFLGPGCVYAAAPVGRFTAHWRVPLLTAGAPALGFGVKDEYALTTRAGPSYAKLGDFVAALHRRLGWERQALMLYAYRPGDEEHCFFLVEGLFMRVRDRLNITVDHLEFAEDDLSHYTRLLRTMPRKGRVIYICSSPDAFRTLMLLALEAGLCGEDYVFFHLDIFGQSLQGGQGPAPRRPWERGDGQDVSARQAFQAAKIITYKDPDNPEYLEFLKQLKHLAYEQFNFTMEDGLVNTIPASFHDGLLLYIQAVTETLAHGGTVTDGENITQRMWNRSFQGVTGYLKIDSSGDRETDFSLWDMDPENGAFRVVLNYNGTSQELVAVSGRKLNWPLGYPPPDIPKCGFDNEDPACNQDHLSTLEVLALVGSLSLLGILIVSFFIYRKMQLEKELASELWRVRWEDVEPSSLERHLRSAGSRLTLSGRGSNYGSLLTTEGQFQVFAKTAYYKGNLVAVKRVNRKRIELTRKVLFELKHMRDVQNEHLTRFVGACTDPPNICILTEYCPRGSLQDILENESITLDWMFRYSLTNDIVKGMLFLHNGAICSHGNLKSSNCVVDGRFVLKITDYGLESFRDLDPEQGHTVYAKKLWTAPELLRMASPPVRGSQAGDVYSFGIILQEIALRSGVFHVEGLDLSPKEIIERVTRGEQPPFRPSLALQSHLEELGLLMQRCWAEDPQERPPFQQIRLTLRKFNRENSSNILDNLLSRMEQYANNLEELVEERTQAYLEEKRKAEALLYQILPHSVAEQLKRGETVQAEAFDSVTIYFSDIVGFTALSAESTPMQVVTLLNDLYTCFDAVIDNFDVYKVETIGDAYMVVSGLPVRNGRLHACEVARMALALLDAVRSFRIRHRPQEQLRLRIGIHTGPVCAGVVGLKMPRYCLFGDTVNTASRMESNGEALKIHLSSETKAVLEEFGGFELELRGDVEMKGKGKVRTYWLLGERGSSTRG
ssDAF12 agonist: activators of S. stercoralis DAF-12 nuclear receptor. HEK293 ssDAF-12/GRIP1 lit1-tk-luc reporter, luminescence; % of 3 µM dafachronic acid response. activation, % at 6.8 µM. 1% of 370,000 active. AID 652126;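 active = activation above the mean over all tested compounds plus 3 SD, cut at about 0.9% in these data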;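 also: 0% = DMSO-only wells and 100% = 3 µM delta7-dafachronic acid wells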
ADAM10 inh: ADAM10 inhibition, QFRET primary screen. O14672. recombinant ADAM10, EDANS/DABCYL FRET peptide cleavage, 3 h. inhibition, % at 7 µM. 0.62% of 370,000 active. AID 720582;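 active = inhibition above a per-campaign cutoff equal to the mean of compounds falling between control-based bounds plus 3 SD, cut at about 20% in these data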;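 also: 0% = DMSO wells while the 100% control is not disclosed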
* = called active by the depositor; nt = no result given.

SMILES	HGIII-sPLA2 inh	SMARCA2 act	GC-B act	GAA850 FXN act	hgDAF-12 ag	DAX1 inh-1	hcDAF12 agonist	DAX1 inh-2	GC-A act	ssDAF12 agonist	ADAM10 inh
NC1=NC2(CCCC2)N=C(Nc2ccccc2)N1	3	2	0	0.7	1.6	0.6	-1.1	0.3	0	-0.6	-5
O=c1cc(N2CCN(c3ccc(F)cc3)CC2)[nH]c(=O)n1Cc1ccc(F)cc1	0	0	-6	-0.1	-0.5	-1.0	-0.3	1.6	-2	-1.7	-2
CC(=O)c1ccc(NC(=O)C2(S(=O)(=O)c3ccccc3)CC2)cc1	5	0	-3	-0.4	0.5	0.1	-0.3	0.4	2	-0.7	2
CCOC(=O)CCc1c(C)n(CC)c2ncnn2c1=O	2	-3	-2	0.3	0.1	0.9	-1.6	1.1	3	-1.8	-8
C=CCN1C(=O)NC2(O)C(=O)c3ccccc3C12O (centres undefined)	5	-4	-1	-0.5	1.3	0.8	-1.2	2.5	2	-0.5	12
COc1ccc(CCNC(=O)CCC(=O)Nc2ccccc2[N+](=O)[O-])cc1OC	-1	0	-6	1.8	0.0	0.4	-1.9	1.3	3	-0.8	0
CC(=O)Nc1cnc(-c2cc(C)c(O)c(C)c2)cn1	9	-2	-8	2.2	2.8	1.8	1.1	nt	-3	-0.8	-7
Cc1cc(NC(=S)NC(=O)c2ccco2)c2ccccc2n1	6	3	-5	3.0	-1.7	-0.6	1.8	-1.9	1	-1.4	3
O=C(Nc1ccccc1)Nc1nnc(CSCc2ccccc2Cl)s1	-3	6	7	2.0	-0.2	-0.2	1.5	0.0	9	-0.9	8
CCOc1ccc(NC(=O)CSCC(=O)O)cc1	-6	-2	2	0.7	0.3	0.5	-1.6	0.9	-4	-1.6	6
Cc1ccc(C)c(CSc2nnc(-c3cccs3)n2Cc2ccco2)c1	-7	-3	-16	0.4	-1.6	-1.2	-1.1	-1.1	-31	-1.4	3
CN1C(=O)c2ccccc2Sc2ccc(NC(=O)N3CCCC3)cc21	-3	0	14	2.3	0.7	-0.2	-0.7	-0.9	5	-1.0	-13

Entries of single compounds from above. Order of screens: HGIII-sPLA2 inh, SMARCA2 act, GC-B act, GAA850 FXN act, hgDAF-12 ag, DAX1 inh-1, hcDAF12 agonist, DAX1 inh-2, GC-A act, ssDAF12 agonist, ADAM10 inh
C=CCN1C(=O)NC2(O)C(=O)c3ccccc3C12O (centres undefined) reads 5, -4, -1, -0.5, 1.3, 0.8, -1.2, 2.5, 2, -0.5, 12
Cc1ccc(C)c(CSc2nnc(-c3cccs3)n2Cc2ccco2)c1 reads -7, -3, -16, 0.4, -1.6, -1.2, -1.1, -1.1, -31, -1.4, 3

Continuation:
SMILES	HGIII-sPLA2 inh	SMARCA2 act	GC-B act	GAA850 FXN act	hgDAF-12 ag	DAX1 inh-1	hcDAF12 agonist	DAX1 inh-2	GC-A act	ssDAF12 agonist	ADAM10 inh
COc1cc(C(=O)Nc2ccc(O)cc2)ccc1OC(C)=O	1	-2	0	-0.1	1.1	0.8	-0.1	-0.1	2	-0.8	-5
O=C(CN1C(=O)NC2(CCc3ccccc32)C1=O)Nc1ccccc1OC(F)F (centres undefined)	-4	-2	6	0.2	1.3	1.4	1.0	0.0	1	-1.0	-5
COc1ccc(CNC(=O)C2(C)Cc3c(-c4cccc(C(N)=O)c4)ccnc3O2)cc1OC (centres undefined)	0	-1	-11	-0.4	-1.5	-1.1	-1.0	nt	-4	0.2	0
O=C(Nc1ccccc1Cl)c1ccc(-c2ccccn2)s1	9	1	-4	1.9	11*	2.1	8.7*	5.0*	1	0.3	-11
C[C@H](CO)N1C[C@H](C)[C@@H](CN(C)S(=O)(=O)c2ccccc2)Oc2ccc(NS(=O)(=O)c3cccs3)cc2C1=O	0	0	0	0.4	-2.0	0.1	-1.6	1.6	5	-1.4	3
COc1cc([N+](=O)[O-])ccc1NC(=O)C[n+]1cccc(C)c1	6	-1	4	-0.7	-0.2	1.2	-0.8	0.6	-2	-1.6	-3
COc1ccc2nc(NC(=O)CSC(C)C(=O)Nc3cc(C)on3)sc2c1 (centres undefined)	2	-3	-8	1.8	1.8	0.9	-0.1	-0.1	-2	-0.8	-9
CNC(=O)CN(Cc1ccccc1)S(=O)(=O)c1ccc(Cl)cc1	17	0	-6	0.2	-2.1	-0.2	-1.1	0.0	-4	-1.4	9
CCOC(=O)C1CCN(c2c(Nc3ccc4c(c3)OCCO4)c(=O)c2=O)CC1	1	-4	-4	-1.1	-8.9	-4.0	-3.8	-0.9	-3	-2.5	-3
Cc1cccc(/C=C(\c2nc3ccccc3[nH]2)S(=O)(=O)c2ccccc2)c1	2	-7	-9	-7.3	-11	-4.2	-4.6	-5.3	-29	-2.9	4
CCOc1ccc(N=C2SCC(=O)N2CC)cc1	8	-4	6	-0.3	0.1	-0.1	-1.0	0.0	5	-1.1	-13
O=C(Nc1cccnc1)C1CCCN(c2ncnc3c2nc2n3CCCCC2)C1 (centres undefined)	-1	-2	-1	0.3	0.7	-0.5	-1.8	0.1	0	-1.3	-9
O=C(NS(=O)(=O)c1ccc2c(c1)OCCO2)c1ccccc1	3	0	5	-1.3	-0.1	0.3	-0.7	1.6	1	-1.1	-2
Cc1cccc(NC(=O)CN2CCC(NC(=O)C3CCCCC3)CC2)c1C	-1	0	2	3.4	-1.0	-0.1	-0.4	-0.4	2	-1.8	2
OCCC1CN(Cc2cnc(-c3ccccc3)s2)CCN1CCc1ccccc1 (centres undefined)	-15	0	2	0.8	-0.2	-0.2	-1.7	0.5	2	-1.4	-6
O=C(CCSCCC(=O)NCC1CCCO1)NCC1CCCO1 (centres undefined)	-2	1	1	-0.7	0.2	0.3	0.3	-0.6	4	-0.8	-8
O=C(NCc1ccc(-c2csnn2)cc1)c1cccs1	-2	-1	4	-1.3	0.5	0.2	-2.1	-0.8	-1	-1.7	0
COc1ccc(N2CCN(C3CCCN(Cc4ccccc4OCCO)C3)CC2)cc1 (centres undefined)	-1	-1	1	0.1	-0.3	0.1	-0.7	1.8	2	-2.0	4
COc1ccc(/C(N)=N/OC(=O)Cc2ccc(C)cc2)cc1	-1	4	-4	1.8	3.9	-0.3	0.3	0.1	4	-1.4	-2
Cc1cc(C)nc(SCC(=O)Nc2ccc(S(=O)(=O)Nc3ncccn3)cc2)n1	1	-4	2	1.4	-2.2	0.4	-0.5	0.4	1	-0.4	-2
CCOc1ncnc2c1[nH]c1ccccc12	6	-2	4	-0.6	-1.4	-0.8	-3.2	-0.9	5	-2.1	-142
CCN(CC)C(=O)[C@H]1CC(CC(=O)NC/C=C(\C)CCC=C(C)C)C(=O)N2CCc3c([nH]c4ccc(OC)cc34)[C@]12C (some centres undefined)	1	-3	-9	-1.2	-0.7	-0.4	-2.4	-0.5	-8	-1.1	-5
COc1ccccc1-c1ccc2c(c1)C(C)(Cc1ccccc1C#N)C(=O)N2 (centres undefined)	-8	-5	-2	7.4	0.3	-1.7	-2.3	nt	-6	-1.0	10
CN=C1SC(CC(=O)Nc2ccc(C(=O)O)cc2)C(=O)N1C (centres undefined)	3	-1	4	1.5	-0.5	-0.2	-0.2	0.8	-2	-1.2	-4
CCOC(=O)C1C2C=CC3(CN(c4cccc(Cl)c4)C(=O)C13)O2 (centres undefined)	-3	-2	-1	-1.4	-3.0	0.2	0.5	4.0	-1	-0.8	-8
Cc1cc(=O)oc2ccc(OCC(=O)N(Cc3ccc(F)cc3)Cc3ccco3)cc12	-16	-4	-7	-0.8	-5.2	-2.8	-2.7	-1.7	-8	-1.9	-73
O=C(CSc1nc(Nc2ccccc2)nc(N2CCOCC2)n1)Nc1ccccc1Cl	5	-3	14	1.3	-0.1	0.8	-0.2	-1.4	7	-0.7	-2
COc1cc(/C=N/NC(=O)COc2ccccc2[N+](=O)[O-])ccc1OC(=O)c1ccco1	-19	1	-1	1.8	-1.4	-0.5	0.1	-0.5	-4	-0.9	6
O=S(=O)(c1ccc(-c2nnco2)cc1)N1CCCCC1	4	-1	4	2.8	1.1	0.5	-1.1	-0.9	3	-0.9	0
Cc1ccc(NC(=O)c2ccc(S(=O)(=O)C(F)F)cc2)c(C)c1	-7	-2	3	3.3	-0.1	0.2	1.0	0.3	4	-0.8	4
O=C(CCc1ccccc1)N[C@H]1[C@@H](OC(=O)C2CC2)CCC[C@@]12C(=O)N(Cc1ccccc1)c1ccccc12	0	-3	6	nt	-4.1	-0.6	-1.9	nt	-6	-0.7	13
C=C1[C@@H](O)[C@H](CC(C)C)N(Cc2ccccc2Br)S1(=O)=O	-13	-3	-4	-2.1	-7.4	-1.1	-2.5	-3.9	-4	-1.9	1
Cc1cccc(NC(=O)c2ccccc2NC(=O)C2CCCCC2)c1C	5	-2	-7	1.2	-0.5	-0.3	0.7	0.0	0	-1.8	-1
CC(/C=N/NC(=O)c1cccnc1)=C\c1ccccc1	2	4	-8	3.9	4.8	0.9	2.3	2.2	0	-0.4	3
COc1ccc(C=O)cc1OS(=O)(=O)c1ccccc1[N+](=O)[O-]	0	1	-2	0.1	-0.6	-0.4	-0.6	-1.0	-4	-1.7	6
COc1ccc(N(C(=O)c2ccco2)C(C(=O)NC2CCCC2)c2cccs2)cc1OC (centres undefined)	4	-1	-6	-3.6	-0.8	-0.7	0.7	0.2	-9	-1.0	-4
COc1nc2ccccc2nc1N1CCN(c2ccc(F)cc2)CC1	0	-1	5	2.5	-2.0	-0.2	4.9	1.6	-7	-0.3	-1
COc1cccc(Oc2ccc(C(F)(F)F)cc2NC(=O)CCc2nc3ccccc3c(=O)[nH]2)c1	-12	-1	4	1.8	-1.1	0.1	0.5	1.4	0	-0.7	12
CCN(CC)C(=O)C1=C(C)N(Cc2ccc(C(C)(C)C)cc2)C(=O)C(CC(=O)NCCN2CCOCC2)C1 (centres undefined)	2	7	8	-0.8	3.6	-0.5	-0.3	0.4	3	-1.6	1
Cc1ccc(-c2csc(N3CCN(CCCn4c(C(F)(F)F)nc5ccccc54)CC3)n2)cc1	14	1	0	1.1	-0.8	-0.2	0.2	0.6	-2	-1.8	-8
COc1cc2cc(C#N)c(SCC(=O)Nc3cc(C)on3)nc2cc1OC	8	2	-7	1.2	2.3	-0.2	0.1	2.9	24	-1.0	-43
COCCNC(=O)C(c1ccc(C)cc1)N(Cc1cccs1)C(=O)CCC(=O)Nc1ccccn1 (centres undefined)	5	-2	3	-0.1	-0.1	-0.4	-2.9	-1.0	0	-1.5	-2
CCn1c(Cc2ccc(OC)cc2)nnc1SCC(=O)Nc1cccc(C(=O)OC)c1	-7	-3	-4	-2.9	-0.5	-1.2	-2.0	-0.6	-2	-1.6	7
O=[N+]([O-])c1ccc(COc2ccc(CNc3ccccc3)cc2)cc1	10	-1	-2	0.7	0.4	-0.2	0.4	1.2	-3	-0.5	1
CCOc1cccc(-c2nnc(SCC(=O)Nc3ccc4c(c3)OCO4)n2N)c1	7	-5	-1	nt	-3.3	-1.8	-0.8	nt	-2	-0.9	-6
O=C(COc1ncnc2c(Cl)cc(Cl)cc12)N1CCN(S(=O)(=O)c2ccccc2)CC1	2	0	-5	-2.1	3.4	1.3	-0.7	-0.3	-1	-1.3	1
COc1cc(C(=O)N/C(=C\c2cn(C)c3ccccc23)C(=O)N2CCN(C)CC2)cc(OC)c1OC	-10	1	-3	0.2	0.1	0.1	-1.3	0.8	-3	-0.7	1
